# Screens from PubChem BioAssay.
# PTEN del growth = growth suppression of PTEN-null HCT116, primary screen, cell-based, CellTiter-Glo; viability, % at 10 µM; HCT116 PTEN-null viability, 60 h; active compounds read low; 1.2% of 140,000 active;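 active means viability at or below a set limit, 4 SD under the median of all tested compounds, cut at about 3.7% in these data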;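 further: PTEN knockout HCT116 line with beta catenin targeted HCT116 as companion control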
# E-sel TNF inh = E-selectin induction blockers in HUVEC – imaging, immunofluorescence, high content, primary screen. HUVEC TNFa-induced E-selectin immunofluorescence. inhibition, % at 2 µM. AID 1246, 2008. 0.71% of 120,000 active;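 active means inhibition above the batch mean plus 3 SD, and confirmed as a hit on visual image review, cut at about 43% in these data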;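 further: 0% = TNF-stimulated DMSO wells and 100% = unstimulated control wells; not every result past the cut was called active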
# Yeast life ext = compounds extending yeast replicative lifespan, primary screen, S. cerevisiae, OD615; S. cerevisiae growth with nicotinamide; deaD strain in restrictive glucose medium; inhibition of the nicotinamide effect, % at 10 µM; 0.68% of 130,000 active; AID 775, 2007;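 active means inhibition above a set limit, placed 3 SD over the median of all compounds, cut at about 26% in these data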;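 further: 0% = nicotinamide-treated wells and 100% = cells grown without nicotinamide; some compounds called inactive have numbers as strong as hits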
#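 assay system = DeaD-strain S. cerevisiae | measured by = absorbance at 615 nm | probe or stimulus = nicotinamide 1.5 mM | buffer or medium = CSMM-D glucose medium, restrictive | times = 48 h at 30 °C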
# bCat KO growth = primary screen for growth suppressors in beta-catenin knockout HCT116 cells (colon tumor, human). HCT116 beta-catenin knockout viability, CellTiter-Glo, 60 h; active compounds read low. viability, % at 10 µM. 1.5% of 140,000 active;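 active means viability at or under a set limit, the compound median less 4 SD, cut at about 6% in these data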;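 further: 0% = Hyamine 1622 control at 20 µM and 100% = untreated cell control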
# Measles CPE = compounds protecting cells from measles virus cytopathic effect, primary screen, measles RdRp inhibitor project, single point, MLSMR library, absorbance; AID 841, 2007; 1.5% of 140,000 active; Measles virus-infected cells, CPE protection; protection (pct of control), % at 4 µM; in the data active means protection mostly above about 24%, no sharp cut-off; inactive means mostly below about 26%; further: some compounds called inactive have numbers as strong as hits
# BB579 growth dn = growth inhibitors of yeast BB579 in restrictive medium, primary screen, yeast lifespan-shortening project, S. cerevisiae; OD615, 48 h; inhibition, % at 10 µM; 0.51% of 140,000 active;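 active means inhibition above a set limit, 3 SD over the mean compound inhibition, cut at about 44% in these data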; further: inactives centre near -24
#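 test system = yeast BB579 (DeaD) | buffer or medium = restrictive CSMM-D medium | doses = single compound dose of 10 µM, 0.25% DMSO final | times = 4 h preincubation and 48 h exposure at 30 °C | technique = culture absorbance at 615 nm | benchmarks = amphotericin B 10 µg/mL, positive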
# GALR2 antag = GALR2 antagonists in receptor-expressing cells, primary screen; Galanin receptor type 2 (Homo sapiens), O43603; antagonist mode; inhibition, % at 4 µM; 0.39% of 140,000 active; AID 828, 2007; in the data active means inhibition above about 27%;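 further: cells stimulated with galanin 1-16 at roughly its EC80; 0% = agonist challenge control and 100% = basal control without agonist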
# Target sequence (O43603 whole entry, looked up): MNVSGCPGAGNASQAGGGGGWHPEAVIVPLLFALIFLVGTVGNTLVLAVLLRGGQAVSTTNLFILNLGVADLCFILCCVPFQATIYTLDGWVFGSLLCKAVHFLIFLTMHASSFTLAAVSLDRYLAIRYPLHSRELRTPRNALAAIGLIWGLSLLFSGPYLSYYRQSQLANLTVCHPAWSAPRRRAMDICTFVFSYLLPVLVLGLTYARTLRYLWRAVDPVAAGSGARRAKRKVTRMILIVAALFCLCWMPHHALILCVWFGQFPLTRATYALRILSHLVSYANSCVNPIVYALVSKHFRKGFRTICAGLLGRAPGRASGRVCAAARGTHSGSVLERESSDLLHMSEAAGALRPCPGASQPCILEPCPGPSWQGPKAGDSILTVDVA
# MRP-1 activ = H69AR viability gain despite doxorubicin, primary screen, MRP-1 activator project, H69AR cells, CellTiter-Glo. viability increase, % at 10 µM. 0.61% of 140,000 active. AID 799, 2007. viability rescue;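 active means viability gain under doxorubicin at or above a set limit, the compound median plus 3 SD, cut at about 4.7% in these data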;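 further: MRP-1 overexpressing cells given doxorubicin 25 µM after compound pretreatment; 18-22 h compound pretreatment then 72 h with doxorubicin before readout; 0% = doxorubicin-only wells and 100% = vehicle-treated cells without doxorubicin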
# NPY Y2 blocker = NPY-Y2 receptor antagonists, primary screen, cell-based | Neuropeptide Y receptor type 2 (Homo sapiens), P49146 | NPY-Y2 expressing cells, antagonist mode | inhibition, % at 2.7 µM | 0.99% of 140,000 active | AID 793, 2007; in the data active means inhibition above about 17%;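 further: 0% = vehicle with agonist challenge and 100% = reference antagonist with challenge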
# Target sequence (P49146 whole entry, looked up): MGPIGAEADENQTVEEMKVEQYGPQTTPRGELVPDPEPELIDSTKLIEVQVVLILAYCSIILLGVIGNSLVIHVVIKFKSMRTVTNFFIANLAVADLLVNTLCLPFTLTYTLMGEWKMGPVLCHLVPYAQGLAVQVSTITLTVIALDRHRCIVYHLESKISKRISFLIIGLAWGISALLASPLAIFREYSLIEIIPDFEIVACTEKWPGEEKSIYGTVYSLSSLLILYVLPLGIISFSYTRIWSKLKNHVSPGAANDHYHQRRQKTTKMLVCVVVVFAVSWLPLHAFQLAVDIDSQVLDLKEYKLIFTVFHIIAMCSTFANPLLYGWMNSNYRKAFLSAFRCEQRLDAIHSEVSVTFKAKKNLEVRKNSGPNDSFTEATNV
# Phagocytosis inh = inhibitors of macrophage phagocytosis, primary screen, imaging, J774A.1 cells, IgG beads | J774A.1 macrophage IgG-bead phagocytosis | inhibition, % at 5 µM | 0.07% of 110,000 active | AID 1029, 2008;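 active means inhibition above the mean of the plate negative controls plus 5 SD, cut at about 13% in these data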;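 further: phagocytic index as fraction of beads internalized from green versus red external bead signal; plate controls were DMSO negative control for no effect and cytochalasin-D positive control for full effect; some results beyond the cut were filed as inactive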
# An asterisk follows results filed as active; . = not tested or not shown.
# Start of the data: the first 3 entries, to show the layout:
SMILES,PTEN del growth,E-sel TNF inh,Yeast life ext,bCat KO growth,Measles CPE,BB579 growth dn,GALR2 antag,MRP-1 activ,NPY Y2 blocker,Phagocytosis inh
Cc1ccc(S(=O)(=O)CNC(=S)c2cccc(C)c2)cc1,91,-7,-22,86,11,-34,7,-3.6,-2,0
Clc1ccc(Oc2nc3ccccc3n3cccc23)cc1,83,29,-4,73,3,-83,0,-1.1,0,5
CCn1c(NC(C)=O)nc2ccccc21,95,10,.,99,6,11,-6,1.1,3,.

# Main list (from the top)
SMILES,PTEN del growth,E-sel TNF inh,Yeast life ext,bCat KO growth,Measles CPE,BB579 growth dn,GALR2 antag,MRP-1 activ,NPY Y2 blocker,Phagocytosis inh
Cc1ccc(S(=O)(=O)CNC(=S)c2cccc(C)c2)cc1,91,-7,-22,86,11,-34,7,-3.6,-2,0
Clc1ccc(Oc2nc3ccccc3n3cccc23)cc1,83,29,-4,73,3,-83,0,-1.1,0,5
CCn1c(NC(C)=O)nc2ccccc21,95,10,.,99,6,11,-6,1.1,3,.
COc1ccc2cc3cc(C(=O)Nc4ccccc4N4CCN(C)CC4)oc3nc2c1,1.5*,4,-8,2.1*,4,-16,11,-6.5,18*,.
COC(=O)c1cc(NS(=O)(=O)c2ccc(NCc3cccnc3)c(N)c2)cc(C(=O)OC)c1,106,.,3,99,41,-24,2,-0.3,-1,-11
CCN(CC)CCNC(=O)C1c2cc(OC)c(OC)cc2C(=O)N2CCc3ccccc3C12 (centres undefined),102,4,2,101,5,-27,0,-2.3,1,.
C=C(C)CNC(=S)NNC(=O)c1ccco1,101,-68,-6,90,14,27,-4,-1.5,2,1
COc1cccc(C(c2nnnn2CCc2ccccc2)N2CCN(c3ccccc3)CC2)c1OC (centres undefined),66,-5,-2,63,9,-28,-1,-1.3,6,.
COc1ccccc1-c1nnc(SCC(=O)Nc2c(Cl)cccc2Cl)o1,93,.,-11,97,16,-19,-3,0.0,0,1
CC1=C(C(=O)OC(C)C)C(c2ccc(Br)s2)NC(=O)N1 (centres undefined),82,-8,-4,76,6,-33,-14,-1.3,0,0
CC(=C/c1ccco1)/C=N/N1CCN(c2ccccc2)CC1,43,-3,-10,54,28,-46,-6,-0.7,1,.
Cc1cccc(OCC(=O)Nc2ccc3c(c2)OCO3)c1C,92,.,-6,94,2,-68,7,-1.3,7,2
COc1ccc(-c2cc(C)nc3nc(N)nn23)cc1,73,-16,-4,85,14,4,9,-1.3,-1,0
CCOc1ccc(Nc2n[nH]c(=S)s2)cc1,105,14,-7,98,8,-24,6,-1.4,3,-15
Nc1nc(Nc2ccccc2)nc(N2CCOCC2)c1[N+](=O)[O-],74,.,-2,80,8,-34,-6,0.1,1,-11
O=C(NC1CC2CCC1C2)c1ccc(CN2CCOCC2)cc1 (centres undefined),99,-4,-6,101,7,-39,-6,0.0,3,.
CC1CCN(C(=O)CN(c2ccc(Oc3ccccc3)cc2)S(C)(=O)=O)CC1,60,14,1,58,4,-20,-3,-3.2,2,0
CCOC(=O)c1cc(NC(=O)NCc2ccco2)c(C)nc1C,103,36,-21,94,5,-34,-8,-2.0,0,-1
COc1cc(C(C#N)N2CCOCC2)ccc1O (centres undefined),98,-26,-24,109,10,-32,4,-2.8,0,0
O=C(NC1CCCC1)C1CCN(c2nccs2)CC1,95,-8,.,98,19,-25,-8,0.1,2,.
Cc1cc(Nc2ccccc2)nc(N2CCOCC2)n1,92,17,-29,88,7,-37,-1,-2.1,3,-2
Cc1cc(C(=O)COC(=O)C2=NNC(=O)CC2)c(C)n1-c1cccc(C(F)(F)F)c1,95,3,-23,83,20,-33,-5,-2.7,3,-1
CC(C)COc1ccc(/C(=N/O)c2ccccc2)cc1,83,-3,-9,96,7,-7,-6,0.7,4,-2
COc1ccc(C=O)cc1CSc1nnc(COc2cccc3cccnc23)o1,65,1,.,72,16,-38,1,-2.0,6,.
O=C1C=C(Nc2ccc(Cl)cc2)CC(c2ccco2)C1 (centres undefined),45,1,.,49,7,-34,0,-4.8,4,.
O=C(NCC1OCCc2ccccc21)c1ccc(NC(=O)c2ccc(Cl)cc2Cl)cc1 (centres undefined),1.9*,.,-4,4.9*,2,-26,0,-5.5,-1,-9
N#CC1(c2ccccc2)CCCN1C(=O)c1ccc(Br)cc1 (centres undefined),87,-57,-4,81,8,-36,-30,0.2,4,.
Cc1ccc(S(=O)(=O)N2Cc3ccccc3CC2C(=O)Nn2cnnc2)cc1 (centres undefined),95,.,-7,103,9,-17,-2,-1.5,0,0
Cc1cnc(NC(=O)CSc2nnc(-c3ccccc3)o2)s1,88,7,-2,82,7,-53,6,-1.9,5,.
c1ccc(COn2nnc3ccccc32)c(COn2nnc3ccccc32)c1,65,19,-3,83,1,-38,-3,-0.2,14,0
Cc1cccc(Nc2nc(N)nc(CN3CCC(C(N)=O)CC3)n2)c1C,95,10,-7,86,5,-9,0,-0.8,3,0
COC(=O)c1oc2ccccc2c1NC(=O)CN1CCCC1,94,5,-7,95,10,-27,-5,-0.7,1,-1
COc1ccc(Nc2cc(C(=O)NCCCN3CCN(C)CC3)c3ccccc3n2)cc1,82,-4,-16,74,12,-18,4,-3.0,-1,2
c1ccc2[nH]c(CSc3nccs3)nc2c1,98,-38,-9,103,24,-18,20,-2.9,2,.
CC1(C)CC(=O)C=C(Nc2ccc(C(=O)O)cc2)C1,98,-13,.,92,23,4,8,-3.1,4,.
O=C(NCCCCNC(=O)c1ccc(Cl)s1)c1ccc(Cl)s1,92,-4,.,94,10,-33,0,-1.3,-1,.
COc1ccccc1NS(=O)(=O)c1cc(NC(=O)c2ccc3c(c2)OCCO3)ccc1C,31,.,-2,32,6,-21,15,-1.6,0,1
CSc1nnc2c(n1)OC(C)N(C(=O)c1ccccc1)c1ccccc1-2 (centres undefined),95,.,-15,93,2,-25,0,-3.6,1,.
Cc1ccc(S(=O)(=O)C2C(=O)N(C)C3(C)CC2c2ccccc2O3)cc1C (centres undefined),102,44,-2,89,8,-32,-1,-0.2,0,-2
Cc1ccc(-c2ccc(C(=O)NCc3ccc(Cl)cc3)o2)c2ccccc12,74,.,1,74,4,-51,5,-1.6,3,.
Cc1ccc(CNC(=O)c2csc3c2CCCCC3)cc1,90,12,-5,88,5,-20,-4,-1.7,0,.
CN1CCN(CCc2nc3cc(NC(=O)COc4ccccc4)ccc3n2C)CC1,95,.,-2,91,4,-17,-9,-2.6,2,-4
O=[N+]([O-])c1cccnc1N1CCC(c2cc(-c3cccc(C(F)(F)F)c3)n[nH]2)CC1,49,-5,-12,65,9,-74,-8,-2.0,0,-2
COc1ccc(-c2nnc(SCC(=O)Nc3ccc(C)cc3)n2C)cc1,101,11,-7,102,3,-37,-8,0.1,4,-1
O=C(NCc1ccccc1)C(Cc1ccccc1)N1C(=O)C2C3CCC(C3)C2C1=O (centres undefined),103,32,-23,86,25,-2,5,-3.2,1,.
CC(=O)N1CCN2C(=O)C1CCCC(=O)c1cc(C3CCCCC3)ccc12 (centres undefined),92,.,-8,85,6,-16,-2,0.2,0,0
Cc1nonc1NC(=O)CSc1nc(C2CCCCC2)nc2ccccc12,50,8,61*,45,9,-33,5,-2.5,4,-1
O=C(c1ccc(Br)s1)N1CCCC1,97,3,-13,90,9,26,-10,-1.4,1,.
CCC1(C(=O)c2ccc(Cl)cc2)C2c3ccccc3OC(=O)C21C(=O)Nc1ccccc1 (centres undefined),92,.,5,93,16,-37,-8,-0.1,12,-3
Cc1cc2c(N3CCCCC3C)ncnc2s1 (centres undefined),82,.,-9,77,28,-10,-7,-1.5,1,0
CC1CCCCN1S(=O)(=O)c1ccc(NC(=O)c2cccc(-n3cnnn3)c2)cc1 (centres undefined),80,.,-1,85,10,-11,8,-5.5,2,.
COc1ccc(/C=C2/SC(=O)N(CC(O)Cn3c4ccccc4c4ccccc43)C2=O)cc1 (centres undefined),67,.,3,68,25,-13,0,-2.9,4,-7
CCOc1ccccc1NC(=O)C(CC(C)C)NC(=O)C1CCCCC1 (centres undefined),87,-11,-4,85,6,-33,-8,-0.8,9,-1
Cc1c(Br)c(C(F)(F)F)nn1CC(=O)NCc1ccccc1,85,.,-3,89,7,-30,-8,0.1,8,-3
COc1cccc(-c2nn(-c3ccccc3)cc2CO)c1,108,4,-15,109,16,-49,17,-1.0,-6,-1
COc1ccc(NC(=O)C2CCCN(c3c4c(nc5ncnn35)CCC4)C2)cc1 (centres undefined),65,-26,-5,70,2,-16,-6,-1.9,0,3
CCNC(=O)c1cc2c(=O)n3cccc(C)c3nc2n(Cc2ccc(C)cc2)c1=N,36,.,-19,29,3,-18,-6,-5.2,2,0
CCOc1ccc(NC(=O)CN(C)c2ccc(S(=O)(=O)N3CCOCC3)cn2)cc1OCC,92,6,-5,88,2,-28,-13,-2.2,3,.
Cc1ccccc1OCc1nnc(SCC(=O)Nc2ccc3nc(SCC(=O)NC(C)(C)C)sc3c2)n1C,73,-45,2,84,6,-35,5,-2.0,1,-2
CCN1CCCC1CNc1ncnc2c1[nH]c1ccc(F)cc12 (centres undefined),87,-10,-29,82,4,-38,13,-4.5,3,2
# Other compounds follow.
SMILES,PTEN del growth,E-sel TNF inh,Yeast life ext,bCat KO growth,Measles CPE,BB579 growth dn,GALR2 antag,MRP-1 activ,NPY Y2 blocker,Phagocytosis inh
Cc1cc(=S)cc(C)n1CCO,100,-1,2,87,4,1,-6,-2.7,2,0
CC(C)CNC(=O)COc1ccc2c3c(c(=O)oc2c1)CCC3,110,.,-18,108,14,-18,-4,3.7,1,-4
O=C(COC(=O)Cn1cnc2ccccc21)NCCC1=CCCCC1,104,-1,-1,96,21,-48,3,-0.2,1,0
Cc1ccc(N(CC(O)COCc2ccco2)S(=O)(=O)c2ccc(C)cc2)cc1 (centres undefined),78,5,-17,74,46*,-8,4,-3.5,-3,-3
O=[N+]([O-])c1ccc2c(c1)C(O)n1nc(-c3ccc(Cl)cc3Cl)nc1S2 (centres undefined),97,-24,-4,94,1,-36,-6,-3.6,4,1
CCCn1nc([N+](=O)[O-])c(C(C#N)c2nc3ccccc3o2)c(Cl)c1=O (centres undefined),77,.,-1,75,12,10,0,-2.9,0,1
CC(=O)c1c(C)n([O-])c2ccccc2[n+]1=O,92,-26,-1,91,8,-10,0,-3.2,2,79*
CCSCc1nnc(SCC(=O)Nc2nc3ccccc3s2)n1C,96,0,-15,93,7,1,0,-0.9,-1,-2
c1csc(-c2nnc(Cc3cccc4ccccc34)o2)c1,84,-13,.,91,9,-30,-11,-0.8,8,.
